FEN1 inhibitor: inhibitors of human flap endonuclease 1 | P39748 | Recombinant FEN1 flap cleavage, fluorescence, 15 min | Potency, µM (titrated, usually from 114 µM), inactives show at the highest dose activity change, negative = inhibition, usual class: inhibitors | 390,000 compounds, 0.35% hits | AID 588795; also: nearly all actives have a fitted effect of over 65% in size
Target sequence (P39748 whole entry, looked up): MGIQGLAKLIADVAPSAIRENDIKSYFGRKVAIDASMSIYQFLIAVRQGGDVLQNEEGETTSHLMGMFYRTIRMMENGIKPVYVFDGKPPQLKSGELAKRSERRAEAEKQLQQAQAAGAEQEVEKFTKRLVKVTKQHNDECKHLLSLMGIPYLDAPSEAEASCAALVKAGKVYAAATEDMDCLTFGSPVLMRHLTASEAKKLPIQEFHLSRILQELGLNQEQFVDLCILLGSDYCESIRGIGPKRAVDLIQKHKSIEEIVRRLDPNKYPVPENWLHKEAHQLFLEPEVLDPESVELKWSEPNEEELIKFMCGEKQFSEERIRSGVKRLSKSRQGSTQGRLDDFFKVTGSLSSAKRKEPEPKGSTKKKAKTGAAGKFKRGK
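With each library titrated from low to high concentration, compounds met 10 nM FEN1 for 15 min at room temperature before 50 nM substrate was added; readings at 0 and 15 min fed four-parameter Hill curve fits.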
GCN5L2 inh: blocks human GCN5L2 histone acetyltransferase. GCN5L2 HAT assay, ThioGlo1 CoA-SH fluorescence. Potency, µM (series often up to 58.9 µM), for the others: top-dose activity change, negative = inhibition, actives largely listed as inhibitors. 390,000 compounds, 0.21% hits. AID 504327
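GCN5L2 (20nM final) in 50mM HEPES, 0.1mM EDTA pH 7.5, 0.01% Tween-20 was preincubated 15 min at room temperature with compound, then given ThioGlo1 (50uM), H3(1-25) peptide (75uM) and acetyl-CoA (70uM); CoA-thiol fluorescence (Ex340/Em540) was read at 0 and 20 min.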
TDP1 cell CPT: DT40-hTDP1 cell growth loss with CPT; 420,000 compounds, 12% hits; chicken DT40 Tdp1-/-;hTDP1 cells + 20 nM CPT, ATP luminescence, 48 h; Potency, µM (doses to about 46.2 µM), for the others: top-dose activity change, negative = growth inhibition, most hits filed as inhibitors; AID 686979; also: nearly all actives have a fitted effect of over 55% in size
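Cell growth measured by CellTiter-Glo luminescence after a minimum 48 h, 37 C compound exposure with 20 nM CPT in Tdp1-knockout DT40 cells stably expressing hTDP1, seeded 400/well; qHTS titration format.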
Numbers without * were called inactive; ? = inconclusive; nt = no result given; [ ] = dose if it differs, or a comment. Calls follow the shape of the dose curve; as a rule, active = well fitted curve in the direction sought with a large enough effect; inconclusive = small, poorly fitted or top-dose-only effect, or another doubt; inactive = no such curve, though single readings can be large; an effect the other way counts as inactive or inconclusive. % is scaled to controls: 0 for no effect and ±100 for the full control effect; potency is read from the fitted curve at half-maximal effect. A portion of the library; rates above refer to the full screens.

Order of results – FEN1 inhibitor	GCN5L2 inh	TDP1 cell CPT
- Cc1ccc(NC(=S)N2CCN(S(C)(=O)=O)CC2)cc1
→ -13%	-1%	1%
- COc1cc(CNS(=O)(=O)c2ccc3c(c2)CC(C)N3C(C)=O)cc(OC)c1OC (configuration not stated)
→ 0%	-5%	10µM*
- O=C(Nc1ccccc1Sc1ccccc1)c1cnn2c1NC(=C1CC1)C=C2C(F)(F)F
→ ?	nt	?
- Cc1ccc2nc(-c3ccc(C)c(NC(=O)CSc4ccc(Cl)cc4)c3)oc2c1
→ -5%	-5%	13µM*
- Cc1cccc2c1-c1sc(C(=O)N3CCCCC3)cc1CO2
→ -15%	-20%	?
- Cc1ccc(Cl)cc1NC(=S)N(CCCN1CCOCC1)Cc1ccco1
→ -2%	-15%	11%
- CC1(C)CC(=O)C2=C(C1)c1c(ccc3ccccc13)NC2c1ccc(OCC(=O)O)cc1 (configuration not stated)
→ -9%	-11%	1%
- COc1ccc(C(=O)CSc2nnc(COc3ccc(C#N)cc3)n2-c2ccccc2)cc1
→ 6%	-3%	-15%
- COC(=O)CNC(=O)c1ccc(F)cc1
→ -2%	-7%	8%
- CCc1ccccc1N1CC(c2nc3ccccc3n2CCC2CCCCC2)CC1=O (configuration not stated)
→ -27%	-3%	5.8µM*
- CCc1ccccc1NC(=O)Cn1cc(S(=O)(=O)N2CCCC2)c(S(=O)(=O)N2CCCC2)c1
→ -5%	-4%	0%
- COc1ccc(NC(=O)C2CCCN(C(=O)Nc3ccc(F)cc3)C2)cc1OC (configuration not stated)
→ 9%	-4%	6%
- Cn1nc(C(=O)OCc2ccc(Br)cc2F)c2ccccc2c1=O
→ -14%	-11%	-24%
- COc1ccc(NC(=O)CN(C)C(C)C(=O)N2CCCCC2)cc1 (configuration not stated)
→ 10%	-3%	-7%
- O=C(Nc1ncc2c(n1)CC(c1ccco1)CC2=O)c1ccco1 (configuration not stated)
→ 15%	-4%	-22%

Single records, as listed above. Values in the order: FEN1 inhibitor | GCN5L2 inh | TDP1 cell CPT
Listed for Cc1ccc2nc(-c3ccc(C)c(NC(=O)CSc4ccc(Cl)cc4)c3)oc2c1 = -5% | -5% | 13µM*
Listed for COc1ccc(NC(=O)C2CCCN(C(=O)Nc3ccc(F)cc3)C2)cc1OC (configuration not stated) = 9% | -4% | 6%
Listed for COC(=O)CNC(=O)c1ccc(F)cc1 = -2% | -7% | 8%
Listed for Cc1cccc2c1-c1sc(C(=O)N3CCCCC3)cc1CO2 = -15% | -20% | ?

Further compounds.
Order of results – FEN1 inhibitor	GCN5L2 inh	TDP1 cell CPT
- Cc1cnc(CN(C)C(=O)CC2C(=O)NCCN2CCCc2ccccc2)[nH]1 (configuration not stated)
→ 0%	-20%	-1%
- CC1CCN(C(=O)CN(Cc2ccc(F)cc2)S(C)(=O)=O)CC1
→ -1%	3%	32%[activator]
- O=C(Nc1nc2ccccc2[nH]1)C1CCN(S(=O)(=O)c2cccs2)CC1
→ 0%	-3%	0%
- O=C(NC1CCCCC1)c1sc(N2CCOCC2)nc1-c1ccccc1
→ -1%	0%	?
- O=C(O)CCC(=O)N1N=C(c2cccs2)CC1c1cn(-c2ccccc2)nc1-c1ccccc1 (configuration not stated)
→ -6%	0%	?
- COc1ccc(OCCNC(=O)/C=C/c2ccccc2)cc1
→ 2%	-4%	1%
- CC1CCN(C(=O)C2COc3ccccc3O2)CC1 (configuration not stated)
→ 4%	2%	-12%
- CCOC(=O)C1=C(C)N(Cc2ccccc2)C(=O)NC1c1ccccc1OS(=O)(=O)c1ccccc1[N+](=O)[O-] (configuration not stated)
→ -20%	nt	10µM*
- CC1CCN(C(=O)c2ccc3c(=O)n4c(nc3c2)CCCCC4)CC1
→ 16%	-5%	-4%
- COC(=O)c1ccc(NC(=O)CN2C(=O)NC3(CCC(C)CC3)C2=O)cc1 (configuration not stated)
→ -3%	1%	?
- Cc1cccc2cc(COC(=O)c3ccco3)c(=O)[nH]c12
→ 8%	-1%	-2%
- COc1ccc(OC)c(-c2nnc(SCC(=O)N3CCCC3)o2)c1
→ 0%	-7%	8%
- CCCc1oc2ccc(NS(=O)(=O)c3ccc(OCC)cc3)cc2c1C(=O)OCC
→ -27%	-20%	6.5µM*
- O=C(N/C(=C/c1ccc(Br)cc1)C(=O)N1CCCCC1)c1ccccc1F
→ 8%	-12%	?
- Cc1c(CCO)c(=O)n(C)n1C(=O)c1ccc(F)cc1
→ -9%	-3%	-4%
- COCCCNC(=O)CCn1c(=O)c2ccccc2n(Cc2cccc([N+](=O)[O-])c2)c1=O
→ -2%	-5%	11%
- COc1ccc2sc(N(CCCN(C)C)C(=O)c3ccc(S(=O)(=O)N(C)Cc4ccccc4)cc3)nc2c1
→ -17%	2%	?
- CC(C)CN1CCN(Cc2nc3ccccc3s2)CC1CCO (configuration not stated)
→ 0%	-5%	-1%
- CC1CC(C)CN(C(=O)/C(=C\c2ccccc2)c2ccccc2)C1 (configuration not stated)
→ -21%	-5%	16µM*
- CCC(=O)Nc1cccc(-c2nc3ccccc3c(=O)o2)c1
→ 4%	-2%	?
- COc1cc(/C=C(/NC(=O)c2ccc(Cl)cc2Cl)C(=O)O)cc(OC)c1OC
→ 7%	-7%	1%
- c1ccc(CCc2nn3c(Cn4nnc5ccccc54)nnc3s2)cc1
→ -4%	-16%	?
- O=C(OCc1cncs1)c1ccccc1
→ 6%	-5%	3%
- CCN1C(=O)C(=O)N(CC(=O)N2CCC(C)Sc3ccccc32)C1=O (configuration not stated)
→ -2%	1%	-13%
- Cc1nc(SCC(=O)Nc2c(C)n(C)n(-c3ccccc3)c2=O)[nH]c(=O)c1Cc1ccccc1
→ 2%	-4%	-4%
- COc1ccc(C(=O)Nc2cccc(-c3csc(C)n3)c2)cc1S(=O)(=O)N1CCCC1
→ -18%	-5%	?
- CC(/C=N/NC(=O)c1nnn(-c2nonc2N)c1C(C)C)=C\c1ccccc1
→ 14%	-16%	?
- Cc1nnc(N2C(=O)c3oc4ccccc4c(=O)c3C2c2ccco2)s1 (configuration not stated)
→ -26%	-22%	4%
- COc1ccccc1-c1noc2ncnc(Nc3ccccc3C)c12
→ -1%	-6%	23µM*
- CNC(=S)N/N=C/c1cn(Cc2ccc(C)cc2)c2ccccc12
→ -18%	-17%	18µM*

Filtered by structure: the compounds so far with a thiophene ring, fused or not
Order of results – FEN1 inhibitor	GCN5L2 inh	TDP1 cell CPT
- Cc1cccc2c1-c1sc(C(=O)N3CCCCC3)cc1CO2
→ -15%	-20%	?
- O=C(Nc1nc2ccccc2[nH]1)C1CCN(S(=O)(=O)c2cccs2)CC1
→ 0%	-3%	0%
- O=C(O)CCC(=O)N1N=C(c2cccs2)CC1c1cn(-c2ccccc2)nc1-c1ccccc1 (configuration not stated)
→ -6%	0%	?

(listing goes on)
Order of results – FEN1 inhibitor	GCN5L2 inh	TDP1 cell CPT
- CCOC(=O)CNC(=O)c1ccc(Br)s1
→ 17%	?	3%
- CCOc1ccc(CCNC(=O)c2ccc3c(=O)n4c(nc3c2)CCCCC4)cc1
→ -6%	-5%	?
- CC(=O)N/N=C/c1c(C)[nH]n(-c2ccccc2)c1=O
→ 2%	0%	-16%
- CCn1c(SCC(=O)N/N=C/c2ccc(OC)c(OC)c2)nc2ccccc21
→ -29%	1%	?
- CC(=O)Oc1ccc(C23c4ccccc4C2(OC(C)=O)c2cc(OC(C)=O)ccc23)cc1 (configuration not stated)
→ 5%	nt	23µM*
- Nc1nc2c(ncn2-c2ccccc2)c(=O)[nH]1
→ -4%	nt	-5%
- CS(=O)(=O)N(CC(=O)N1CCCCCC1)c1ccccc1
→ -4%	-11%	0%
- CCNc1nc(NC(C)C)nc(OCC)n1
→ 6%	-3%[0.501 µM]	-17%
- COc1cccc(CC(=O)Nc2c(C(=O)N3CCN(c4ccccc4F)CC3)oc3ccccc23)c1
→ -4%	-9%	5.8µM*
- CCOC(=O)c1ccc(NC(=S)N2CCSC2c2ccc(Br)cc2)cc1 (configuration not stated)
→ -21%	-6%	?
- Nc1nonc1C(=O)NCCNCc1ccccc1
→ 5%	0%	-15%
- CCc1cc(C(=O)c2ccccc2)c(N)s1
→ -23%	2%	26µM*
- CCCCc1cc(=O)oc2c(C)c(OCC(=O)N3CCC(C(N)=O)CC3)ccc12
→ -7%	-6%	2%
- N#C/C(=C(/O)CO/N=C/c1ccccc1Cl)c1nc2ccccc2[nH]1
→ 20%	3%	-13%
- O=C(Cc1ccc2c(c1)OCCO2)N1CCN(S(=O)(=O)c2ccccc2C(F)(F)F)CC1
→ -4%	1%	-16%
- O=C(OCC(=O)N1CCN(C(=O)c2ccco2)CC1)c1ccccc1
→ 4%	-13%	14%
- O=S(=O)(Nc1ccc(-n2cnnn2)cc1)c1ccccc1F
→ 2%	-20%	-21%
- CC1CCCN(S(=O)(=O)c2cccc([N+](=O)[O-])c2)C1 (configuration not stated)
→ 18%	0%	-13%
- C/C=C/c1ccc(OCCn2cncn2)c(OC)c1
→ 7%	5%	-7%
- COC(=O)C(Cc1cncn1COCc1ccccc1)NC(=O)OC(C)(C)C (configuration not stated)
→ 0%	2%	10%
- Cc1c(-c2nnnn2-c2ccc(F)cc2)cnc2cc3c(cc12)OCO3
→ 10%	-6%	?
- CCN(c1ccc(C)cc1)S(=O)(=O)c1nnc(NC(=O)c2ccco2)s1
→ 3%	-11%	-24%
- Cc1c(C(=O)CN2CCSCC2)c2ccccc2n1C
→ -12%	-1%	6%
- O=C(CSCc1ccc(Br)cc1)Nc1ccccc1C(=O)N1CCOCC1
→ 4%	nt	?
- COc1cccc(C(C)NC(=O)c2c(F)cccc2Cl)c1 (configuration not stated)
→ -3%	-6%	2%
- Cc1cc(NC(=O)CN2CCN(S(=O)(=O)c3ccc4ccccc4c3)CC2)no1
→ 5%	-11%	-14%
- C=CCn1c(SCC(=O)NCCc2ccccc2)nnc1C(C)NC(=O)c1cccs1 (configuration not stated)
→ 0%	2%	-6%
- CCN(CC(=O)Nc1ccc(NC(C)=O)cc1)C(=O)COc1ccccc1-c1ccccc1
→ 8%	-7%	-21%
- O=C(O)[C@H](Cc1c[nH]c2ccccc12)Nc1ncccc1[N+](=O)[O-]
→ -2%	2%	5%
- NS(=O)(=O)c1ccc(N/N=C/c2ccc3c(c2)OCO3)c([N+](=O)[O-])c1
→ 1%	0%	3%
- CCCCCCSc1ccc([C@H]2N[C@@](Cc3ccccc3)(C(=O)OC)[C@H]3C(=O)N(C)C(=O)[C@@H]23)cc1OC
→ -19%	-8%	?
- O=C(COC(=O)C1c2ccccc2Oc2ccccc21)NC1CCS(=O)(=O)C1 (configuration not stated)
→ 8%	-15%	?
- Cc1cccc(Cc2cnc(N3C(=N)SC(C)C3=O)s2)c1 (configuration not stated)
→ -7%	-12%	?
- O=C(Nc1cccc([N+](=O)[O-])c1)N1CCCc2ccccc21
→ -10%	20%	-26%
- COC(=O)C1CCN(S(=O)(=O)CCNC(=O)c2ccc(F)cc2)CC1
→ -1%	1%	-17%
- CC(NC(=O)Nc1nnc(C(F)(F)F)s1)N1C(=O)C2C3C=CC(C3)C2C1=O (configuration not stated)
→ 2%	-9%	-23%
- COc1ccccc1C(=O)NC1CCN(C(=O)Nc2ccc(F)cc2)CC1
→ 2%	-19%	-3%
- O=Nc1c(O)[nH]c2ccc(Cl)c(Cl)c12
→ ?	nt	?
- Cc1cc(/C=C/c2c(C)cnc3ccccc23)ccc1N(C)C
→ -2%	nt	8.9µM*
- O=C(NC1CCCCC1)C(c1ccncc1)N(Cc1ccc(F)cc1)C(=O)c1ccccn1 (configuration not stated)
→ 3%	-10%	11%

Reformatted: entries from further up.
compound: C=CCn1c(SCC(=O)NCCc2ccccc2)nnc1C(C)NC(=O)c1cccs1 (configuration not stated)
  FEN1 inhibitor = 0% | GCN5L2 inh = 2% | TDP1 cell CPT = -6%

compound: CCN(CC(=O)Nc1ccc(NC(C)=O)cc1)C(=O)COc1ccccc1-c1ccccc1
  FEN1 inhibitor = 8% | GCN5L2 inh = -7% | TDP1 cell CPT = -21%

compound: O=C(O)[C@H](Cc1c[nH]c2ccccc12)Nc1ncccc1[N+](=O)[O-]
  FEN1 inhibitor = -2% | GCN5L2 inh = 2% | TDP1 cell CPT = 5%

compound: NS(=O)(=O)c1ccc(N/N=C/c2ccc3c(c2)OCO3)c([N+](=O)[O-])c1
  FEN1 inhibitor = 1% | GCN5L2 inh = 0% | TDP1 cell CPT = 3%

Assay outcomes deposited in PubChem BioAssay by National Center for Advancing Translational Sciences (NCATS).
